Screening data deposited in PubChem BioAssay by National Center for Advancing Translational Sciences (NCATS).
TSHR antag: human thyrotropin receptor antagonism | 330,000 compounds, 0.2% hits | P16473 | activity change, negative = inhibition, % at 11.5 µM | AID 504810 | TSHR-expressing cells, TSH-stimulated cAMP HTRF, 2 h; active compounds read low;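 active = activity change below a set negative limit, meaning inhibition stronger than a set level, cut at about -70% in these data; inconclusive = activity change between two set negative limits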; also: % is scaled to controls: 0 for no effect and ±100 for the full control effect
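Freshly harvested TSHR cells receive pin-tooled compound, then EC80 TSH at 4nM final. After 2 hours at 37 deg C, antibody in lysis buffer and cAMP-d2 are added; 30 minutes at ambient temperature precede the HTRF read.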
hERG WT inh: KCNH2 (human, wildtype) channel inhibition | Q12809 | U2OS, BacMam KCNH2, thallium flux FluxOr; active compounds read low | activity change, % at 1.84 µM | 340,000 compounds, 0.37% hits;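 active = maximum activity change below -70%; inconclusive = maximum activity change between -70% and -50%; inactive = maximum activity change above -50%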; also: % is scaled to controls: 0 for no effect and ±100 for the full control effect
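U2OS cells transduced with wild-type KCNH2 virus are loaded with FluxOr dye for 45 min, and thallium flux is measured in kinetic reads before and after stimulation buffer. Rate constants are normalized to DMSO controls.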
Eya2 inh: Eya2 (human) phosphatase inhibition | O00167 | recombinant Eya2, OMFP fluorescence dephosphorylation (OMFP is methylfluorescein phosphate) | Potency, µM (titrated, usually from 76.9 µM), for inactives: at the highest dose activity, negative = inhibition, usual class: inhibitors | 330,000 compounds, 0.006% hits; also: potency is read from the fitted curve at half-maximal effect; % is scaled to controls: 0 for no effect and ±100 for the full control effect
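Eya2 (0.2 uM) preincubated 10 min at ambient with compound, then OMFP substrate added at 50 uM; 10 min reaction in 50 mM HEPES pH 7.5, 50 mM NaCl, 5 uM MgCl2, 0.05% BSA, 1 mM DTT. Fluorescence read at Ex 485/Em 525 nm.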
MBNL1 CUG block: inhibitors of human MBNL1 binding to CUG repeat RNA; Q9NR56; Potency, µM (doses to about 57.5 µM), without a hit: at the top dose activity change, negative = inhibition, usual class: inhibitors; TR-FRET MBNL1-His/biotin-(CUG)12 binding, 665/545 ratio; 280,000 compounds, 0.036% hits; active = well fitted inhibition curve with a large enough effect in the signal ratio, with a control signal flat, not every such curve was filed as active; inconclusive = small, poorly fitted or top-dose-only effect, or effect the other way, or a change in a side signal; inactive = no such curve, though single readings can be large or run the other way; the % refers to the signal ratio; also: potency is read from the fitted curve at half-maximal effect; % is scaled to controls: 0 for no effect and ±100 for the full control effect
Target sequence (Q9NR56 whole entry, looked up): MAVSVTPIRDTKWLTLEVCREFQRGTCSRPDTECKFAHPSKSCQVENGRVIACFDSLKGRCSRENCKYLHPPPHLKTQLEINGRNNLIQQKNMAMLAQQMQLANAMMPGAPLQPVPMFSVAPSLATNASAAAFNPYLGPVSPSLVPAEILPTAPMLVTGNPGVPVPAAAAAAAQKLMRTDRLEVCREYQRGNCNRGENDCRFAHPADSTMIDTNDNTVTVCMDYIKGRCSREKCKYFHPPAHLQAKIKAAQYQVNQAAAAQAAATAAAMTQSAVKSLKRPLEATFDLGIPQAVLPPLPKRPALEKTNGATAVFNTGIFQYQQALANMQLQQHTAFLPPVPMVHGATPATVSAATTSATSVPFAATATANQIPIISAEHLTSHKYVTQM
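TR-FRET readout: Ex 340 nm, 665/545 nm emission ratio, normalized to buffer-only (basal) and MBNL1-(CUG)12 controls. Complex of MBNL1-His with Biotin-(CUG)12, compounds 92 nM–58 uM, incubated 60 min at room temperature.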
Mito fusion yeast: inhibitors of mitochondrial division or activators of mitochondrial fusion | S. cerevisiae fusion-defective mutant growth rescue, CellTiterGlo 48 h | Potency, µM (highest dose often 46.1 µM), for the others: top-dose growth rescue (activation), most hits filed as activators | 320,000 compounds, 0.23% hits | AID 485298;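 also: potency is read from the fitted curve at half-maximal effect; % of control where 0% means no effect; nearly all actives have a fitted effect of over 45% in size; temperature-sensitive fusion mutants such as fzo1-1 at 37 °C on non-fermentable ethanol glycerol medium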
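Temperature-sensitive fusion-defective S. cerevisiae (e.g. fzo1-1, mgm1-5) were grown with compound in YPEG medium (3% ethanol, 3% glycerol) for 48 hours at 37C. Growth rescue was measured as viability by CellTiterGlo luminescence after 10 minutes at ambient.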
S-ASM inh: inhibitors of human secretory acid sphingomyelinase; P17405; placental ASM, HMU-PC fluorogenic substrate, 60 min; Potency, µM (top dose mostly 57.5 µM), without a hit: at the top dose activity change, negative = inhibition, most hits filed as inhibitors; 340,000 compounds, 0.006% hits; AID 504937; also: potency is read from the fitted curve at half-maximal effect
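HMU-PC0 cleavage (9 uM final) by human placental ASM, 60 min at 37 °C following 10 min compound exposure at RT; stopped at pH 10, fluorescence Ex 386/Em 447 nm.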
GALK inhibitor: inhibitors of human galactokinase | P51570 | Purified GALK, Kinase-Glo residual ATP luminescence | Potency, µM (top dose mostly 57.5 µM), for the others: at the highest dose activity change, negative = inhibition, most hits filed as inhibitors | 270,000 compounds, 0.007% hits | AID 1868; also: potency is read from the fitted curve at half-maximal effect; % is scaled to controls: 0 for no effect and ±100 for the full control effect
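Quantitative HTS: GALK 5 nM, ATP 35 uM, galactose 100 uM, 1 h room temperature, then luciferase-based ATP detection.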
Menin MLL FP TR: inhibitors of human menin-MLL interaction, mutant MLL peptide. O00255. Menin + Texas Red MLL mutant peptide, fluorescence polarization. Potency, µM (top dose mostly 61.6 µM), for inactives: top-dose FP activity change, negative = inhibition, most hits filed as inhibitors. 270,000 compounds, 0.23% hits. AID 1768; active = well fitted inhibition curve with a large enough effect in the polarisation, with a control signal flat, not every such curve was filed as active; inconclusive = small, poorly fitted or top-dose-only effect, or effect the other way, or a change in a side signal; inactive = no such curve, though single readings can be large or run the other way; the % refers to the polarisation; also: potency is read from the fitted curve at half-maximal effect; % of control where 0% means no effect; many of its hits are not listed in these tables
PKM2 activator: PKM2 (human) enzyme activation | purified PKM2, Kinase-Glo ATP luminescence, activation; response scale: 0% is enzyme alone, no compound | 260,000 compounds, 0.34% hits | Potency, µM (titrated, usually from 57.5 µM), inactives show top-dose activation, hits mostly activators; also: potency is read from the fitted curve at half-maximal effect; % is scaled to controls: 0 for no effect and ±100 for the full control effect; nearly all actives have a fitted effect of over 55% in size
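Purified hPK-M2 (>95% pure) converted ADP (0.1 mM final) to ATP with 0.5 mM PEP in 50 mM imidazole pH7.2, KCl, MgCl2, Tween 20, BSA; 1 h at room temperature. ATP detected by Kinase-Glo luminescence.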
USP2a inh: blocks human ubiquitin-specific protease USP2a. USP2 core, Ub-CHOP2 coupled fluorogenic reporter, 485/531. O75604. Potency, µM (series often up to 38.3 µM), inactives show at the highest dose activity change, negative = inhibition, most hits filed as inhibitors. AID 463254. 330,000 compounds, 0.01% hits;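 also: potency is read from the fitted curve at half-maximal effect; plate controls were DMSO wells for no effect and full inhibition by NEM control for full effect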
Target sequence (O75604 whole entry, looked up): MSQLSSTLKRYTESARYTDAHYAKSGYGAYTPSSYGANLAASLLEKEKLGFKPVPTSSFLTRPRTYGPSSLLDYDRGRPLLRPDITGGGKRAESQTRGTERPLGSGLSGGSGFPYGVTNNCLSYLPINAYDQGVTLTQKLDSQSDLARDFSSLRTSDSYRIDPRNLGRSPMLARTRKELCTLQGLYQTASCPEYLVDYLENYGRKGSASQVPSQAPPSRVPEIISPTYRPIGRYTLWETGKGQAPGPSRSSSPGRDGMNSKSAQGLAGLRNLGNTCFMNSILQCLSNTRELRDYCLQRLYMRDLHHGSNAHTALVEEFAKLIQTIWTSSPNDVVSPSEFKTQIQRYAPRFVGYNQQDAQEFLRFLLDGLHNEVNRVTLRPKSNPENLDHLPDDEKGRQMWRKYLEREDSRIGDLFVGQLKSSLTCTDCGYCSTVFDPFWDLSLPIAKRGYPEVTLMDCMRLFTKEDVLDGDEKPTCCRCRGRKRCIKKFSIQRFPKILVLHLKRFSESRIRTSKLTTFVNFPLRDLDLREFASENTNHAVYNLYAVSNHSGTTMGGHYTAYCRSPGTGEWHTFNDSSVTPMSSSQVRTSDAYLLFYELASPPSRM
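USP2 core (10nM final) preincubated 30min RT with compound in 20mM Tris-HCl pH 8.0, 2mM CaCl2, 2mM beta-mercaptoethanol, 0.05% CHAPS; 25nM Ub-CHOP2 plus 25nM reporter substrate added, fluorescence (Ex485/Em531) read after 60min.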
Chronic BCR inh: chronic active BCR signaling inhibition | Potency, µM (series often up to 46.1 µM), without a hit: top-dose ratio change, negative = lower green/red ratio, actives largely listed as inhibitors | ABC-DLBCL IkBa-CBG/CBR reporter, luminescence ratio, 4 h | 340,000 compounds, 0.05% hits | AID 493014; active = well fitted inhibition curve with a large enough effect in the signal ratio, with a control signal flat, not every such curve was filed as active; inconclusive = small, poorly fitted or top-dose-only effect, or effect the other way, or a change in a side signal; the % refers to the signal ratio;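 also: potency is read from the fitted curve at half-maximal effect; plate controls were basal doxycycline-induced cells for no effect and cells given 10 µM MG132 for full effect; MG132 reads +100%, hits lower the ratio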
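TMD8 human ABC-DLBCL cells with doxycycline-inducible IκBα–green luciferase fusion and unfused red luciferase, in 0.5% FBS medium; compounds up to 46 uM, 4 h at 37C. Green/red luminescence ratio, filter-overlap corrected, fitted to concentration-response curves.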
* hit, by the source's call; ? = inconclusive; / = no result given; [ ] = another dose, or the depositor's remark. Unless noted, calls follow the shape of the dose curve; as a rule, active = well fitted curve in the direction sought with a large enough effect; inconclusive = small, poorly fitted or top-dose-only effect, or another doubt; inactive = no such curve, though single readings can be large; an effect the other way counts as inactive or inconclusive. A portion of the library, so the mix of outcomes need not match the whole.

SMILES | TSHR antag | hERG WT inh | Eya2 inh | MBNL1 CUG block | Mito fusion yeast | S-ASM inh | GALK inhibitor | Menin MLL FP TR | PKM2 activator | USP2a inh | Chronic BCR inh
CCC1COCCS(=O)(=O)N1Cc1ccc(Cl)cc1 (stereo unspecified) | 15.3 | -5.4 | 6.0% | 3.2% | -1.4% | -6.5% | / | 13.4% | -1.8% | -0.2% | ?
CCc1ccc(NC(=O)C2CCCN(S(=O)(=O)c3cccnc3)C2)cc1 (stereo unspecified) | -9.7 | -1.1 | -7.0% | -0.9% | 15.4% | -8.4% | 0.8% | -2.2% | 2.2% | -0.1% | ?
Cc1cccc(Cl)c1OCCCN1CCOCC1 | -12.6 | -11.0 | -7.1% | -6.5% | 0.2% | -1.1% | -0.7% | -24.8% | 2.7% | -0.6% | 2.4%
CN(C)S(=O)(=O)c1ccc(C(=O)NCC(C)(C)N2CCOCC2)cc1 | 23.8 | -0.1 | 8.8% | -2.2% | 7.0% | 3.3% | 1.9% | / | 2.0% | -23.0% | 2.9%
O=C(CCc1ccccc1)Nc1nncs1 | -13.8 | 2.5 | 11.4% | 2.1% | -0.7% | 2.4% | 0.2% | -3.3% | -1.8% | -0.6% | 0.6%
CCCN(CC(=O)Nc1ccccc1C)C(=O)c1sc2ccccc2c1Cl | -13.6 | -5.0 | -16.4% | / | 10.1% | -1.2% | / | / | / | -1.0% | 2.0%
O=C(NCc1ccc(F)cc1)c1c2c(nc3ccccc13)CCN(Cc1ccccc1)C2 | -0.4 | 29.3 | 1.8% | -0.9% | -4.9% | 8.2% | 0.4% | -14.7% | 3.9% | -0.5% | 0.2%
CCOC(=O)c1cnc2sc3c(n2c1=O)CCCC3 | -17.9 | 0.6 | -6.4% | 6.9% | 0.9% | 306.1%[activator] | -0.6% | 0.0% | -3.8% | 1.3% | -6.6%
C=CCn1c(-c2csc3ccccc23)n[nH]c1=S | -22.6 | -2.0 | -18.5% | 0.8% | -4.9% | 0.7% | -2.3% | 6.6% | 0.5% | -0.2% | ?
CCCn1c(=O)c(C(=O)NNS(=O)(=O)c2ccc(C)cc2)c(O)c2ccccc21 | 4.6 | -1.8 | -3.6% | / | 16.2% | -5.4% | 0.6% | ? | -1.9% | 1.0% | -2.0%
CC1(C)Cc2ccccc2C(N/N=C/c2cccc(F)c2)=N1 | 2.4 | -3.6 | -10.5% | -1.9% | 1.4% | 1.9% | / | -13.2% | -0.8% | 2.2% | -21.1%
Cc1ccc(C(=O)c2c3ccc([N+](=O)[O-])cc3[n+]([O-])n2CCCN)cc1 | -4.5 | 9.3 | 7.4% | / | 1.7% | -7.1% | / | / | / | -0.3% | -26.5%
Cn1c(-c2nonc2NC(=O)c2ccc(C(C)(C)C)cc2)nc2ccccc21 | 4.6 | / | 6.4% | 2.3% | 0.1% | / | -0.4% | 2.8% | -7.7% | -1.1% | -0.7%
O=[N+]([O-])c1ccc2c(c1)C(N1CCOCC1)/C(=C/COc1ccc(F)cc1)O2 (stereo unspecified) | -9.6 | 21.7 | -21.8% | 18.8% | 10.2% | -5.5% | 0.0% | -22.1% | 8.6% | -2.5% | ?
O=C(Nc1nccs1)[C@@H]1CCCN1C(=O)c1cccs1 | -3.2 | -4.4 | 3.5% | -4.7% | 0.8% | -4.7% | 0.7% | 9.0% | -25.9% | -0.1% | 2.7%
COc1ccc(OCC(=O)NNC(=O)c2cccc(C)c2)cc1 | 1.4 | 11.5 | -6.4% | -6.9% | -2.8% | 1.9% | -2.2% | -4.5% | 4.4% | -1.2% | 5.9%
Cc1cccc(NC(=S)NCc2ccc3[nH]c4c(c3c2)CCCC4)c1 | 3.5 | -1.0 | 2.8% | -4.7% | ? | -9.3% | / | ? | 1.2% | -0.7% | ?
N/C(=N\OS(=O)(=O)c1ccccc1)c1cccnc1 | -3.0 | 0.6 | -4.4% | -15.2% | 4.7% | 5.7% | 1.5% | -5.8% | -2.3% | 0.4% | 0.1%
CCc1ccccc1NC(=O)CSc1nc2n[nH]c(C)c2c(=N)n1-c1cccc(OC)c1 | 22.8 | -7.8 | -3.9% | -13.5% | -0.7% | -16.0% | -2.7% | 4.8% | 9.1% | -12.8% | 5.8%
O=C(NCc1ccc(CNC(=O)c2ccco2)cc1)c1ccco1 | 10.4 | 6.4 | 4.5% | -5.9% | 0.6% | 1.5% | -0.2% | / | 1.4% | 2.7% | 0.6%
C=CC[C@@H](CC(=O)NCCO)C(=O)N[C@H](COC(=O)[C@H](CC=C)CC(=O)OC(C)(C)C)Cc1c[nH]c2ccccc12 | -4.1 | 0.5 | 4.2% | / | / | -1.5% | / | / | / | 2.9% | -5.8%
COc1ccc(N(Cc2ccccc2)S(=O)(=O)c2cccc(C(=O)Nc3ccccn3)c2)cc1 | 3.2 | -16.8 | 4.0% | / | 16.8% | -0.6% | / | / | / | -1.6% | 6.9%
CN(CC(=O)Nc1ccc(Cl)c(Cl)c1)C(=O)CN1C(=O)NC2(CCCC2)C1=O | -6.8 | 0.8 | -22.7% | / | -2.0% | 1.3% | / | / | / | 0.3% | -22.7%
Cc1c(C(=O)C(=O)NCCCn2ccnc2)c2ccccc2n1C | -2.8 | 1.5 | -2.4% | 1.2% | 3.3% | 0.7% | 3.3% | -5.6% | -2.7% | 1.8% | -19.3%
COc1ccc(OC)c(N(C(=O)c2ccco2)C(C(=O)NC2CCCC2)c2ccc(N3CCOCC3)cc2)c1 (stereo unspecified) | -0.8 | -10.5 | 0.5% | -3.4% | 1.8% | 1.5% | -0.4% | 7.8% | 2.6% | 0.2% | 5.3%
COC(=O)CSc1nnc(COc2ccc3ccccc3c2)o1 | -2.1 | 6.5 | -5.1% | 0.7% | 0.6% | -1.7% | 0.0% | -1.9% | -3.0% | 2.4% | ?
O=C1c2ccccc2-c2nc3ccccc3nc21 | -8.8 | -2.0 | -25.0% | ? | 7.0% | -6.4% | 1.1% | / | -16.1% | 1.4% | ?
O=C(NC(=S)N1CCN(c2ccc(Cl)cc2[N+](=O)[O-])CC1)c1ccco1 | -3.6 | 1.1 | 3.6% | ? | 23.9% | 4.8% | -2.2% | 3.6% | -3.6% | 4.7% | ?
Cc1nn(-c2ccc([N+](=O)[O-])cc2)c2c1C(c1ccc(OC(F)F)cc1)N1C(=N2)C(=O)Nc2ccccc21 (stereo unspecified) | -8.1 | -40.0 | -7.8% | 0.2% | 5.5% | -27.4% | 0.4% | ? | -1.7% | 0.3% | -4.9%
O=C(Nc1c2c(nn1-c1cccc(Cl)c1)CS(=O)(=O)C2)c1ccc2c(c1)OCO2 | 11.0 | 9.3 | -4.9% | -0.5% | -10.0% | -6.8% | 10.6% | 17.9% | 2.5% | 0.9% | -4.1%
O=C(Nn1c(-c2ccc(Br)cc2)nc2ccccc2c1=O)c1ccncc1 | -5.7 | -6.3 | -16.0% | 1.1% | 0.7% | 1.2% | -3.2% | -0.7% | -1.4% | 2.6% | -1.4%
COc1ccccc1C(=O)Nc1ccnn1C1CCN(Cc2ccn[nH]2)CC1 | 3.4 | 6.4 | -1.6% | 2.8% | -1.1% | -1.1% | 1.5% | / | -0.8% | 0.7% | -0.7%
CC(=O)Nc1ccc(NC(=O)CSc2nnc(COc3ccccc3C)n2CC2CCCO2)cc1 (stereo unspecified) | -11.5 | -11.8 | -2.3% | -0.4% | 3.2% | -4.9% | 0.4% | 5.3% | / | -1.5% | -0.5%
COc1ccc(/C=C(/C#N)C(=O)Nc2cccnc2)cc1OC | -0.8 | -1.1 | -1.2% | 2.9% | -5.8% | -0.8% | 1.7% | -6.2% | 9.4% | 1.5% | ?
COc1ccc(CNS(=O)(=O)c2ccc(N3CCCC3)cc2Br)cc1 | -3.7 | 3.8 | 2.3% | / | / | -12.9% | / | / | / | -0.6% | -2.8%
C=CCOc1cccc(CNCc2cccnc2)c1 | 8.5 | -2.5 | 3.2% | 1.1% | -1.3% | 0.9% | 5.8% | -11.5% | 1.3% | 1.1% | 1.0%
